Bioassay records from PubChem BioAssay.
STK33 inh: inhibitors of human STK33 kinase; purified STK33, MBP phosphorylation, ADP-Glo luminescence; AID 2661; inhibition, % at 10 µM; Q9BYT3; 320,000 tested, 0.073% active;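 active = inhibition at or above 25%, using the most active replicate where run in duplicate; inactive = inhibition below 25%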
Target sequence (Q9BYT3 whole entry, looked up): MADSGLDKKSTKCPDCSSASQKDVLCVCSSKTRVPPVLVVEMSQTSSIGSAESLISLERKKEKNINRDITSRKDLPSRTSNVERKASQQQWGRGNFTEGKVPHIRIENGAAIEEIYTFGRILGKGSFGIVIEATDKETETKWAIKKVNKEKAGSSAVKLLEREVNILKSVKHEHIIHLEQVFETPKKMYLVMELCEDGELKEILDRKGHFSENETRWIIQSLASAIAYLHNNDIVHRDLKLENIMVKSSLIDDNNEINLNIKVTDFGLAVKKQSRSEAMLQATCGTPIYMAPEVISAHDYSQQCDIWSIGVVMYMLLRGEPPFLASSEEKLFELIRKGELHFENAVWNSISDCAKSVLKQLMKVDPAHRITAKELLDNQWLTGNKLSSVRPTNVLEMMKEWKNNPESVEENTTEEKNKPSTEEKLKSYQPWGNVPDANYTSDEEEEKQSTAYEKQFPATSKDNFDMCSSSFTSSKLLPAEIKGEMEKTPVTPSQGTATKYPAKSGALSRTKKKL
KCNQ2 inh: KCNQ2 potassium channel inhibitors, primary screen, cell-based, CHO-K1, FluxOR thallium flux, B-score (AID 2156) | 20 min; hits give low values | 310,000 tested, 1.1% active | B-score at 10 µM | O88943;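 active = fluorescence ratio B-score at most minus 3 library SDs, with starting brightness B-score within 2 library SDs, cut at about -5.5 in these data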
Kir21 block: blocks the mouse Kir2.1 inward-rectifier potassium channel. P35561. HEK293-Kir2.1, FluxOR thallium flux fluorescence; hits give low values. B-score at 10 µM. 310,000 tested, 0.85% active;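 active = fluorescence ratio B-score at or below minus 3 SD of library scores, with starting-brightness B-score within 2 SD, cut at about -4.2 in these data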;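 note: channel flux triggered by added potassium and thallium sulfate stimulus; B-score of peak minus minimum fluorescence over baseline after thallium stimulus; more negative B-score means stronger Kir2.1 block with less thallium influx; some compounds called inactive have numbers as strong as hits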
Target sequence (P35561 whole entry, looked up): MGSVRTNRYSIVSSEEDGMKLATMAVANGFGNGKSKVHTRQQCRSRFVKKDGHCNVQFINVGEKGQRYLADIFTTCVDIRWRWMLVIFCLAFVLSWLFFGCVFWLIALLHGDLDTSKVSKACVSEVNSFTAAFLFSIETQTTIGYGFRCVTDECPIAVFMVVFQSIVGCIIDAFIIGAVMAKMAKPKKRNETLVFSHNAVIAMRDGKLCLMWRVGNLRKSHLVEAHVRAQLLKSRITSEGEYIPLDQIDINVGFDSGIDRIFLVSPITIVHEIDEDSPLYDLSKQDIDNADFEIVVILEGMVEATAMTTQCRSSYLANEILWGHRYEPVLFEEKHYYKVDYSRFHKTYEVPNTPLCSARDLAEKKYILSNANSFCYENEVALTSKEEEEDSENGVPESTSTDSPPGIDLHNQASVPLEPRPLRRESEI
Starred values were filed as active, the others as inactive; i = inactive; nt = not tested or not shown.

SMILES	STK33 inh	KCNQ2 inh	Kir21 block
COc1ccccc1CN1CC(C(=O)NCc2nccn2C)CCC1=O (stereo not given)	1.0	i	0.26
CC(CCc1ccccc1)NC(=O)C1CCN(S(=O)(=O)N2CCCCC2)CC1 (stereo not given)	0.4	i	0.68
Cc1nn2c(C)c(C(=O)Nc3ccccc3)cnc2c1C#N	-3.5	i	0.99
O=[N+]([O-])c1ccc(N2CCC(O)CC2)nc1	0.9	i	0.01
C=CCn1c(SCC(N)=O)nnc1-c1cnccn1	-0.2	i	-1.1
COCCOC(=O)c1sc(=S)n(CCOC)c1N	-0.3	i	-3.5
CN(C)S(=O)(=O)c1ccc(NC=C(C#N)C#N)cc1	-1.7	i	0.17
Cc1cccc(NC(=O)C2CCCN2C(=O)OCC(C)C)c1 (stereo not given)	-0.7	i	-0.12
O=C(NCCc1ccccc1)c1nc(CS(=O)(=O)c2ccc(Cl)cc2)no1	-2.3	i	0.08
Cc1ccc([N+](=O)[O-])cc1NC(=O)CSc1nncc2ccccc12	-1.9	i	0.21
c1ccc2sc(NC3=NCN(CC4CCCO4)CN3)nc2c1 (stereo not given)	0.4	i	0.21
Cc1c(C(=O)C(=O)N2CCN(C)CC2)c2ccccc2n1C	-0.7	i	0.1
CN(CCc1ccccn1)C(=O)c1cccnc1Oc1ccccc1	-8.1	i	0.04
C=CCN1C(=O)c2ccc(C(=O)N(CC)CC(=O)Nc3ccc(OC)cc3)cc2C1=O	-3.0	i	1.4
N#Cc1c(NC2CCCCC2)nc(-c2ccco2)c2c1CCCC2	-0.4	-7*	0
COc1cc(C(=O)N2CCN(S(=O)(=O)c3ccc(C)cc3)CC2)ccc1OCc1c(C)noc1C	-0.5	i	1.3
Cc1[nH]nc2c1/C(=N\O)CCC2	0.1	i	-0.74
NC(=O)c1cccnc1Oc1ccccc1	-0.7	i	1.6
N#CCSc1nnc(-c2ccc(S(=O)(=O)N3CCOCC3)cc2)n1CC1CCCO1 (stereo not given)	-1.8	i	-0.16
CCOc1ccc(C(NC(=O)c2ccco2)c2ccc(OC)c(OC)c2)cc1 (stereo not given)	-0.9	i	0.65
CCCCOc1ccc(C2=CSC3=NCCN23)cc1[N+](=O)[O-]	0.8	i	-1.5
COC(=O)[C@H](CCSC)NC(=O)NCc1ccc(S(N)(=O)=O)cc1	-0.4	i	-0.14
CC(=O)N1CCCc2cc(S(=O)(=O)Nc3ccc(C)cc3C)ccc21	-0.3	i	-1.1
CC(NS(=O)(=O)c1ccccc1)C(c1cccs1)N1CCN(c2ccccc2)CC1 (stereo not given)	-0.9	i	0.09
Cn1nccc1NC(=O)Nc1cccc(Cl)c1Cl	1.0	i	2.8
CCOC(=O)CN1NC2(CCCCC2)NC1=S	0.1	i	-1.5
O=C1NN=C(CSc2n[nH]c(=S)s2)CS1	-1.5	i	-0.04
N=c1oc2ccc(Cl)cc2cc1C(=O)Nc1ccc(F)cc1	-0.8	i	-0.85
C[C@H](NC(=O)c1ccc(C(C)(C)C)cc1)C(=O)N1CCC2(CC1)NCCc1[nH]cnc12	-0.3	i	-0.52
O=C(Nc1nc2ccc(Oc3ccccc3)cc2s1)c1cc([N+](=O)[O-])ccc1N1CCOCC1	-1.6	i	-0.06
COc1ccc(C(=O)N2CCCc3ccccc32)cc1Br	-0.5	i	-0.69
COc1cccc2c1OC[C@@H](CO)[C@H]2N(C)C(=O)Nc1ccc(Cl)cc1Cl	-0.4	i	1
COc1ccccc1N(CC(=O)NCc1ccccc1)S(C)(=O)=O	-0.6	i	-0.13
COc1ccc(CC(=O)NCc2ccccn2)cc1OC	-0.6	i	3.1
O=C(COc1ccc2c3c(c(=O)oc2c1)CCCC3)N1CCN(c2ccc(F)cc2)CC1	-1.2	i	1.1
Cc1ccc(COc2ccc(C(=O)NN)cc2)cc1	-0.2	i	1.4
O=C(Nc1nc(-c2cccs2)c(-c2ccccc2)s1)c1ccco1	0.3	i	0.11
Cc1cc(C(=O)N2CCN(S(C)(=O)=O)CC2)sc1-c1ccccc1	-0.8	i	0.29
Cc1cc(N/C(=N\S(=O)(=O)c2ccc(Cl)cc2)c2ccc(F)cc2)no1	-0.7	i	0.11
COc1ccc(N2C(=O)C3CCCN3C2c2ccccc2Cl)cc1 (stereo not given)	-1.0	i	-0.38
Cn1c(=O)cc(N2CCOCC2)[nH]c1=O	-0.2	i	0.8
Cc1ccc(-n2c(SCC(=O)OC(C)C)nnc2-c2ccco2)cc1	-0.5	i	-0.38
CCOC(=O)C1CCN(C(=O)COc2ccc(S(=O)(=O)NC(C)C)cc2)CC1	-1.3	i	0.24
COc1c(Br)cc(Br)cc1/C=N/NC(=O)c1ccncc1	0.5	i	0.25
COC(=O)c1c(-c2ccccc2)csc1NC(=O)c1c(-c2ccccc2)noc1C	nt	i	1.1
Cc1ccc(CNC(=O)CCc2nnc(Cc3ccc(-c4ccccc4)cc3)o2)o1	0.2	i	-0.51
COc1ccc(-c2nc(SCC(=O)Nc3nccs3)c(-c3ccc(Cl)cc3)[nH]2)cc1	-0.2	i	-0.4
CCOC(=O)C1=C(N)Oc2ccc3ccccc3c2C1c1ccc(O)c(OC)c1 (stereo not given)	-0.3	i	-0.32
Cc1nc(=O)c(-c2ccccc2)c(C)n1-c1ccccc1	-0.8	i	0.85
C=CCC(CC=C)(C(=O)O)c1ccccc1	-2.2	i	0.39

New compounds follow.
SMILES	STK33 inh	KCNQ2 inh	Kir21 block
CC1CCN(S(=O)(=O)CCNC(=O)c2ccc3c(c2)OCO3)CC1	-1.0	i	-0.73
O=C(CSCc1ccc(Cl)cc1)Nc1ccc(-c2nnc(-c3ccccc3)o2)cc1	-0.2	i	-1.2
O=C(N/N=C/c1ccc(N2CCOCC2)c([N+](=O)[O-])c1)c1ccc(F)cc1	-0.6	i	-0.09
CCCNC(=O)C1CCN(S(=O)(=O)c2ccc3[nH]c(=O)ccc3c2)CC1	0.8	i	2.6
O=C(COc1ccc(F)cc1)Nc1nnc(C2CCCCC2)s1	-1.8	i	1.3
Nc1c(NCc2ccccc2)c2ccccc2oc1=O	0.4	i	0.37
O=C(Nc1ccc(F)c(Cl)c1)c1nsc(Cl)c1Cl	-0.7	i	0.19
Cc1ccc(C2CC(c3cccs3)=NN2C(=O)c2ccco2)o1 (stereo not given)	-0.7	i	-1.5
CCOC(=O)COc1cccc2c(=O)n(CC(=O)N3CCCCC3)ccc12	0.7	i	0.92
CCSc1ccc2nnc(-c3ccc(F)cc3)n2n1	-1.5	i	-1.4
Cc1[nH]n(C(N)=S)c(=O)c1N=Nc1ccc(Cl)cc1Cl	-0.2	i	-1.1
Cc1cccc(CSc2ccc(-c3cccs3)nn2)c1	-1.2	i	-2.7
O=C(NCc1ccncc1)C(=O)N/N=C/c1ccccc1OCc1ccccc1	-0.6	i	1.7
CCOC(=O)N1CCC(NC(=O)CC2C(=O)NCCN2Cc2cccc(F)c2F)CC1 (stereo not given)	-1.9	i	1.2
COc1ccccc1CN1CC(C(=O)NCc2cc(C)on2)CCC1=O (stereo not given)	-1.1	i	-0.04
Cc1ccc(CNC(=O)CCSCc2ccccc2F)cc1	-0.7	i	0.4
Cc1ccnc(SCC(N)=O)n1	-0.8	i	-1.1
O=C(NCCc1cccs1)C(c1ccccc1)c1ccccc1	-2.3	i	-1.1
CCOC(=O)C1CCN(Cc2cccc(Oc3ccc(Cl)cc3)c2)CC1	-0.1	i	-4.2
N#Cc1ccc(CNC(=O)N2CCOCC2)cc1	-0.7	i	0.02
Cc1cccc(OCCCC(=O)NNC(=O)CCN2CCN(c3ccccc3)CC2)c1	-0.3	i	1.6
O=C(c1ccc(NS(=O)(=O)/C=C/c2ccccc2)cc1)N1CCCCC1	-0.7	i	0.97
CCCCCC(=O)NNC1CC(=O)N(c2ccccc2)C1=O (stereo not given)	-0.3	i	-0.34
Cn1nnc(C(O)CNCc2ccc(Cl)cc2)n1 (stereo not given)	-0.7	i	-1.1
CN(Cc1ccccc1)c1ccc2nnc(-c3ccccc3)n2n1	1.2	i	-5.2*
O=C(c1ccco1)N(CCC(c1ccccc1)c1ccco1)Cc1ccco1 (stereo not given)	-0.9	-6.8*	-6.1*
Cc1ccc(C(=O)NNC(=O)CCC(=O)Nc2cccc(Cl)c2C)cc1	-3.4	i	0.61
CCc1ccc(NC(=O)c2noc3c2CCC3)cc1	-0.1	i	0.5
O=C(Nc1ccc2c(c1)nc1n2CCOC1)c1ccccc1	0.8	i	-0.89
O=C1NCC(COCc2ccco2)O1 (stereo not given)	-2.0	i	-0.07
Clc1ccc(-c2csc(Nc3ccccc3)[n+]2Cc2ccco2)c(Cl)c1	nt	i	-3.6
O=C(COc1ccc(N2C(=O)c3ccccc3C2=O)cc1)c1ccccc1	1.9	i	0.4
Cc1cc(C)c(S(=O)(=O)Cc2ccccc2)c(Cl)n1	-0.2	i	-0.04
CCOc1ccc(N(CC(=O)NCc2ccccc2C)S(C)(=O)=O)cc1	1.0	i	0.92
O=c1[nH][nH]cc1C=NCc1cccc(C(F)(F)F)c1	0.2	i	0.18
O=C(Nc1ccc(Cl)cc1)N1CCCC(Cn2cccc2)C1 (stereo not given)	0.4	i	0
CC(=O)NS(=O)(=O)c1ccc(NC(=O)c2cc3c(=O)n4ccccc4nc3s2)cc1	-1.3	i	1.8
Cc1csc2nc(CNS(=O)(=O)N(C)C)cn12	-1.0	i	0.93
Cc1cc(NC(=O)CSc2nnc(-c3c[nH]c4ccccc34)n2-c2ccc(Cl)cc2)no1	-1.4	i	0.58
O=C(CSc1nnc(CCCN2C(=O)c3cccc4cccc(c34)C2=O)n1-c1ccccc1)N1CCCCC1	-1.8	i	0.11
CCCC(=O)Nc1ccc2c(c1)nc(CN1CCCC1)n2C	-1.4	i	1.1
O=C(Nc1ccc2c(c1)OCO2)c1cccc(S(=O)(=O)N2CCCC2)c1	-0.6	i	1.3
O=C1C2C3C=CC(C4CC34)C2C(=O)N1CCCCN1CCN(c2ccc(F)cc2)CC1 (stereo not given)	-1.0	i	-1.7
CN(C(=S)NC(=O)c1ccccc1)C1CCCCC1	1.4	i	0.59
Cc1ccccc1OCC(=O)NCCCNC(=O)c1ccco1	-0.8	i	2.1
O=C(CCC(=O)Nc1ccc(F)cc1)N/N=C/c1c[nH]c2ccccc12	0.5	i	0.21
O=C(NN1CCOCC1)c1ccc(Cl)cc1	0.3	i	1.2
Cc1cccc(NC(=O)Cc2noc3ccccc23)c1	-0.9	i	-0.62
Cc1cccc(-n2c(C)cc(/C=C3/C(=N)N4C(c5ccccc5)=CSC4=NC3=O)c2C)c1	-0.7	i	0.99
Cc1nc(C)c(-c2ccc(SCc3ccccc3C)nn2)s1	0.5	i	-1.4

The list continues:
SMILES	STK33 inh	KCNQ2 inh	Kir21 block
CCOC(=O)CSc1nnc(-c2c[nH]c3ccccc23)o1	0.2	i	0.91
O=C(CC1SC(=NC2CCCCC2)NC1=O)Nc1ccccc1 (stereo not given)	0.7	i	-0.02
Cc1occc1C(=O)N1CCCC(Nc2ccc(F)cc2)C1 (stereo not given)	-0.3	i	1.6
CC(Sc1ccccc1)C(=O)NCCc1ccccc1 (stereo not given)	0.5	i	0.2
O=C(O)CSc1nnc(-c2ccc(S(=O)(=O)N3CCCC3)cc2)n1Cc1ccco1	-0.4	i	2
O=C(NCc1ccco1)C1CCCN(S(=O)(=O)c2cccc3nonc23)C1 (stereo not given)	5.5	i	0.98
CC(=Nc1ccc(Br)cc1)c1sc2ccccc2c1O	1.0	i	0.2
CCOc1ccc(NC2c3ccccc3C(=O)N2Cc2ccc3c(c2)OCO3)cc1 (stereo not given)	0.0	i	0.18
COc1cc(OC)c(NC(=O)N2CCOCC2)cc1Cl	-1.0	i	-0.49
C#CCOCCOCCOCCNc1nc(N2CCN(C(=O)Cn3cc(CC(C)O)nn3)CC2)nc(N2CCN(C(=O)[C@H](C)n3cc(CCCN=C(N)N)nn3)CC2)n1 (stereo not given in full)	-1.9	i	1.2

Seven compounds picked at random from the list so far:
SMILES	STK33 inh	KCNQ2 inh	Kir21 block
O=C(O)CSc1nnc(-c2ccc(S(=O)(=O)N3CCCC3)cc2)n1Cc1ccco1	-0.4	i	2
CC(Sc1ccccc1)C(=O)NCCc1ccccc1 (stereo not given)	0.5	i	0.2
O=C(NCc1ccco1)C1CCCN(S(=O)(=O)c2cccc3nonc23)C1 (stereo not given)	5.5	i	0.98
Cc1occc1C(=O)N1CCCC(Nc2ccc(F)cc2)C1 (stereo not given)	-0.3	i	1.6
COc1cc(OC)c(NC(=O)N2CCOCC2)cc1Cl	-1.0	i	-0.49
CCOc1ccc(NC2c3ccccc3C(=O)N2Cc2ccc3c(c2)OCO3)cc1 (stereo not given)	0.0	i	0.18
CCOC(=O)CSc1nnc(-c2c[nH]c3ccccc23)o1	0.2	i	0.91

Continued:
SMILES	STK33 inh	KCNQ2 inh	Kir21 block
Cc1ccc2ccc(C(Nc3ccccn3)c3ccccc3)c(O)c2n1 (stereo not given)	nt	i	-0.19
CCCCn1c(SCC(=O)N2CCCc3ccccc32)nc2c1c(=O)n(C)c(=O)n2C	-0.5	i	-3.5
CC1=C(C(=O)OCC2CCCCC2)C(c2ccccc2F)NC(=O)N1 (stereo not given)	-0.3	i	-0.61
Cc1cc(C)n(CCNC(=O)c2cc(COc3ccc4ncccc4c3)on2)n1	1.0	i	-0.92

Two consecutive records already listed, for reference:
SMILES	STK33 inh	KCNQ2 inh	Kir21 block
Cc1ccc2ccc(C(Nc3ccccn3)c3ccccc3)c(O)c2n1 (stereo not given)	nt	i	-0.19
CCCCn1c(SCC(=O)N2CCCc3ccccc32)nc2c1c(=O)n(C)c(=O)n2C	-0.5	i	-3.5
